BCR signal inh = inhibitors of chronic active B-cell receptor signaling. ABC-DLBCL IkBa-CBG/CBR reporter, luminescence ratio, 4 h. Potency, µM (highest dose often 46.1 µM), for the others: at the highest dose ratio change, negative = lower green/red ratio, most hits filed as inhibitors. 340,000 compounds, 0.05% hits. AID 493014; active = well fitted inhibition curve with a large enough effect in the signal ratio, with a control signal flat, not every such curve was filed as active; inconclusive = small, poorly fitted or top-dose-only effect, or effect the other way, or a change in a side signal; the % refers to the signal ratio;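 note: potency is the fitted concentration of half-maximal effect; plate controls were basal doxycycline-induced cells for no effect and cells given 10 µM MG132 for full effect; MG132 reads +100%, hits lower the ratio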
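Compounds up to 46 uM were incubated four hours with TMD8 cells whose green CBG68 luciferase is fused to IkappaBalpha; red CBR luminescence normalised the signal, and concentration-effect curves were fitted to fusion, red and ratio data.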
TCR activator = activates T cell receptor signaling; primary human leukocytes, anti-CD3, IL-2 HTRF, 48 h; 330,000 tested, under 10 active; Potency, µM (highest dose often 9.22 µM), for inactives: at the top dose activation of IL-2 secretion, usual class: activators; note: % of control where 0% means no effect
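1) Mix primary human leukocytes, a-CD3 beads and compound. 2) Incubate 48 hr. 3) Add HTRF IL-2 reagents (a-IL-2-K, a-IL-2-d2).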
B2AR arrestin = beta2AR (human) beta-arrestin recruitment activity. AID 492947. P07550. beta-arrestin recruitment to beta2AR, cell-based reporter. Potency, µM (top dose mostly 46.1 µM), for inactives: at the top dose activation, actives largely listed as activators. 330,000 compounds, 0.02% hits;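 note: potency is the fitted concentration of half-maximal effect; 0% = DMSO controls and full agonism = EC100 isoproterenol or metaproterenol; nearly all actives have a fitted effect of over 65% in size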
TSHR antagonist = human thyrotropin receptor antagonism. P16473. TSHR-expressing cells, TSH-stimulated cAMP HTRF, 2 h; stronger effect = lower value. activity change, negative = inhibition, % at 11.5 µM. 330,000 compounds, 0.2% hits;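 active = activity change below a set negative limit, meaning inhibition stronger than a set level, cut at about -70% in these data; inconclusive = activity change between two set negative limits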; note: % is set by controls: 0 for no effect and ±100 for the full control effect
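Antagonism was scored as loss of TSH-driven cAMP in TSHR cells, stimulated with 4nM TSH (EC80) for 2 hours at 37 deg C and detected by homogeneous HTRF competition immunoassay.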
USP2a block = USP2a (human) protease inhibition. O75604. USP2 core, Ub-CHOP2 coupled fluorogenic reporter, 485/531. Potency, µM (titrated, usually from 38.3 µM), for the others: at the highest dose activity change, negative = inhibition, hits mostly inhibitors. 330,000 compounds, 0.01% hits. AID 463254;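 note: potency is the fitted concentration of half-maximal effect; plate controls were DMSO wells for no effect and full inhibition by NEM control for full effect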
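USP2 core (10nM final) preincubated 30min RT with compound in 20mM Tris-HCl pH 8.0, 2mM CaCl2, 2mM beta-mercaptoethanol, 0.05% CHAPS; 25nM Ub-CHOP2 plus 25nM reporter substrate added, fluorescence (Ex485/Em531) read after 60min.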
Eya2 inh = blocks the phosphatase activity of human Eya2. 330,000 compounds, 0.006% hits. O00167. Potency, µM (top dose mostly 76.9 µM), for the others: top-dose activity, negative = inhibition, most hits filed as inhibitors. recombinant Eya2, OMFP fluorescence dephosphorylation (OMFP is methylfluorescein phosphate). AID 488837; note: potency is the fitted concentration of half-maximal effect; % is set by controls: 0 for no effect and ±100 for the full control effect
Target sequence (O00167 whole entry, looked up): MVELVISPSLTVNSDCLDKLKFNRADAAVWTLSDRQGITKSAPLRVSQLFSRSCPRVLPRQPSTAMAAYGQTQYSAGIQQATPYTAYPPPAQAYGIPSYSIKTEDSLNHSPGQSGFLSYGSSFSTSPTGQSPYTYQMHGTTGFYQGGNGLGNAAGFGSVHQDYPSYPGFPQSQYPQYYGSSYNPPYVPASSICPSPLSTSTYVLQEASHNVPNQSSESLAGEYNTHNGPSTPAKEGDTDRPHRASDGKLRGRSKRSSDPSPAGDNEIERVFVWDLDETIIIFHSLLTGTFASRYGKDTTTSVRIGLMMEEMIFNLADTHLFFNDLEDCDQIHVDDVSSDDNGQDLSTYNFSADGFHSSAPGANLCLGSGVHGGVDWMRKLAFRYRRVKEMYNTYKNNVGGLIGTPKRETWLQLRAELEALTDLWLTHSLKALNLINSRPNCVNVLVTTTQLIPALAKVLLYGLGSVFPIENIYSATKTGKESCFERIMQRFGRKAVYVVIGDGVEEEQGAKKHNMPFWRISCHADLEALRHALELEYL
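Eya2 (0.2 uM) preincubated 10 min at ambient with compound, then OMFP substrate added at 50 uM; 10 min reaction in 50 mM HEPES pH 7.5, 50 mM NaCl, 5 uM MgCl2, 0.05% BSA, 1 mM DTT. Fluorescence read at Ex 485/Em 525 nm.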
PTAP TSG101 blk = blocks PTAP/TSG101 interaction to inhibit HIV-1 budding; Potency, µM (doses to about 115 µM), for the others: at the top dose activity change, negative = inhibition, hits mostly inhibitors; Q99816; AID 493005; Fluorescence polarization, FITC-PTAP peptide / Tsg101 binding; 340,000 tested, under 10 active; active = well fitted inhibition curve with a large enough effect in the main read-out, with a control signal flat, not every such curve was filed as active; inconclusive = small, poorly fitted or top-dose-only effect, or effect the other way, or a change in a side signal; inactive = no such curve, though single readings can be large or run the other way; note: potency is the fitted concentration of half-maximal effect; % of control where 0% means no effect
Target sequence (Q99816 whole entry, looked up): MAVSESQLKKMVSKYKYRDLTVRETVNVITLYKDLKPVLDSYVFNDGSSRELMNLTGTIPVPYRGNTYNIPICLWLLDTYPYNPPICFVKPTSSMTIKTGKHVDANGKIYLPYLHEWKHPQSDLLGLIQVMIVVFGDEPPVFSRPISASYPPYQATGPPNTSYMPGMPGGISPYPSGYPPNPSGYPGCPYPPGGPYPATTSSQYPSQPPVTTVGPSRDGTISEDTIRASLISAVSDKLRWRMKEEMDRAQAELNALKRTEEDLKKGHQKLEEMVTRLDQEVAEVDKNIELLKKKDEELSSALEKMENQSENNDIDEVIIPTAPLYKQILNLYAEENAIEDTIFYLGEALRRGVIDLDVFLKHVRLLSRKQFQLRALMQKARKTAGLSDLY
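Fluorescence anisotropy tracks displacement of a FITC-tagged PTAP peptide (50 nM) from the Tsg101 binding domain (10 uM), following a 20 min room-temperature incubation at pH 7.5.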
Tb PFK block = blocks T. brucei phosphofructokinase. 330,000 compounds, 0.17% hits. T. brucei PFK, ADP-Glo luminescence. Potency, µM (highest dose often 57.5 µM), for the others: at the highest dose activity, negative = inhibition, actives largely listed as inhibitors. O15648;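 note: potency is the fitted concentration of half-maximal effect; 0% = uninhibited 1x PFK enzyme wells and -100% = no-enzyme wells; nearly all actives have a fitted effect of over 60% in size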
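1.25 nM PFK with 0.5 mM F6P and 0.1 mM ATP in 0.1 M TEA pH 8.0, 5 mM MgCl2, incubated 45 min at room temperature; ADP measured by ADP-Glo luminescence; compounds titrated up to 57 uM.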
ELG1 repair inh = blocks ELG1-dependent DNA repair in HEK293T cells; HEK293T ELG1-luciferase reporter, luminescence, 16 h; DNA damage induced by 5-fluorouridine; Potency, µM (top dose mostly 46.1 µM), without a hit: top-dose activity change, negative = inhibition, actives largely listed as inhibitors; 330,000 compounds, 2.3% hits; note: potency is the fitted concentration of half-maximal effect; % is set by controls: 0 for no effect and ±100 for the full control effect; nearly all actives have a fitted effect of over 55% in size
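DMSO vehicle served as the neutral condition. Each well held 2,000 cells given 5-fluorouridine plus compound; after 16 hr at 37 °C/5% CO2, ONE-Glo was added and luciferase measured 30 min later.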
Mito fusion act = mitochondrial division inhibition or fusion activation; Potency, µM (series often up to 46.1 µM), inactives show top-dose growth rescue (activation), hits mostly activators; AID 485298; 320,000 compounds, 0.23% hits; S. cerevisiae fusion-defective mutant growth rescue, CellTiterGlo 48 h;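 note: potency is the fitted concentration of half-maximal effect; % of control where 0% means no effect; nearly all actives have a fitted effect of over 45% in size; temperature-sensitive fusion mutants such as fzo1-1 at 37 °C on non-fermentable ethanol glycerol medium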
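Temperature-sensitive fusion-defective S. cerevisiae (e.g. fzo1-1, mgm1-5) were grown with compound in YPEG medium (3% ethanol, 3% glycerol) for 48 hours at 37C. Growth rescue was measured as viability by CellTiterGlo luminescence after 10 minutes at ambient.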
uPA generation = inhibitors of cell surface uPA generation. 330,000 compounds, 0.31% hits. Potency, µM (doses to about 38.3 µM), inactives show at the highest dose activity change, negative = inhibition, usual class: inhibitors. cell surface uPA generation assay, qHTS. AID 540303; active = well fitted inhibition curve with a large enough effect; inconclusive = small, poorly fitted or top-dose-only effect; inactive = no such curve, though single readings can be large or run the other way; tested in mouse RAW 264.7 cells; note: potency is the fitted concentration of half-maximal effect; % is set by controls: 0 for no effect and ±100 for the full control effect; nearly all actives have a fitted effect of over 55% in size
Active calls of the source: *; ? = inconclusive; . = no result given; [ ] = another dose, or the depositor's remark. Unless noted, calls come from the whole dose curve; as a rule, active = well fitted curve in the direction sought with a large enough effect; inconclusive = small, poorly fitted or top-dose-only effect, or another doubt; inactive = no such curve, though single readings can be large; an effect the other way counts as inactive or inconclusive.

SMILES | BCR signal inh | TCR activator | B2AR arrestin | TSHR antagonist | USP2a block | Eya2 inh | PTAP TSG101 blk | Tb PFK block | ELG1 repair inh | Mito fusion act | uPA generation
CCC(=O)c1ccc(OCc2ccc(C(=O)OC)cc2)c(OC)c1 | ? | -4% | -0.1% | -4 | 2% | -15% | 6% | -5% | ? | 1% | -3%
COc1ccc(C(=O)/C(=C/O)N=Nc2ccc(F)cc2)cc1 | 25% | . | -0.3% | 11 | 8% | 7% | -9% | -4% | -15% | -4% | 0%
Cc1ccc(C(=O)Nc2ccc(S(=O)(=O)N3CCCC3)cc2)cc1 | 11% | 0% | -0.4% | 2 | 0% | -6% | 1% | 9% | 10% | 0% | 2%
Cc1ccc(CNC(=O)C2CCC(=O)N(CCc3ccc(Cl)cc3)C2)cc1 (stereo unspecified) | -1% | -6% | -0.7% | 14 | 0% | 1% | -4% | -6% | ? | 1% | 8%
COc1ccc(OCCC(=O)Nc2ccc(S(N)(=O)=O)cc2)cc1 | 0% | 0% | 0.4% | -9 | -1% | -1% | 0% | 1% | -1% | 4% | 2%
COC(=O)c1ccc(/C=N/OCC(=O)Nc2cc(F)ccc2F)cc1 | 0% | 0% | 0.0% | 25 | 1% | 0% | 0% | 0% | 0% | -5% | 2%
O=C(NCc1ccc(F)cc1)C(=O)NCC1OCCN1C(=O)c1ccc(Cl)cc1 (stereo unspecified) | -2% | 6% | -1.4% | 31 | -1% | 7% | -1% | -11% | -1% | 1% | -23%
COc1ccc(C2=CC(c3cccc(OC)c3)n3nnnc3N2)cc1 (stereo unspecified) | ? | -5%[46.1 µM] | -0.4% | -2 | 18% | -6% | -8% | 0% | 3% | 5% | 5%
O=C(CSc1nnc(-c2ccccc2Br)o1)N1CCc2ccccc2C1 | -5% | 9% | 3.6% | -19 | -1% | 5% | 0% | 4% | -9% | 1% | 2%
O=C(c1ccccc1)c1cnc(Nc2ccccc2Cl)s1 | ? | -9% | -0.3% | -4 | -1% | -10% | 5% | 0% | ? | 1% | .
CC(C)c1ccc(NC(=O)Cc2c(C(=O)O)n(C)c3ccccc23)cc1 | ? | 5% | 0.0% | -6 | 0% | 2% | 0% | 1% | 11% | -11% | -4%
CC1(C)OCC(COC(=O)Nc2cccnc2)([N+](=O)[O-])CO1 | -9% | 2% | -1.0% | -6 | 0% | -8% | -2% | 0% | -3% | -11% | 1%
COc1ccc(-c2csc(Nc3ccc(S(=O)(=O)Nc4cc(C)on4)cc3)n2)cc1 | -14% | . | -0.5% | -23 | 3% | -8% | -1% | 23% | -6% | -1% | -1%
Cn1c(=O)n(C)c2cc3[nH]cnc3cc21 | 0% | 1% | -0.1% | 28 | 2% | 3% | -2% | 7% | ? | 10% | 2%
O=C(C1CC(=O)N(c2ccc(F)cc2)C1)N1CCN(c2ccc(F)cc2)CC1 (stereo unspecified) | 0% | -2% | -0.8% | -2 | 1% | 2% | 0% | -2% | ? | 1% | -2%
Cc1cc(C)c(C#N)c(SC(C(=O)NC(C)(C)C)c2ccccc2)n1 (stereo unspecified) | ? | 8% | -0.9% | -5 | 8% | -13% | -1% | 0% | 2% | -1% | 13%
Cc1ccc(CCNC(=O)c2ccc(CS(=O)(=O)c3ccccc3C)o2)cc1 | 0% | 7% | 0.4% | -13 | 0% | -7% | -3% | 1% | 2% | 2% | -1%
O=C(c1ccccc1)N1CCC(=O)N1c1ccccc1 | 2% | -1% | -0.7% | 17 | 1% | -1% | -4% | 0% | 14% | 0% | 1%
Cc1ccc(-c2ccc(/C=N/N3C(=O)C4C5C=CC(CC5)C4C3=O)o2)c([N+](=O)[O-])c1 (stereo unspecified) | ? | -1% | 0.2% | -13 | -1% | -7% | 1% | -1% | ? | 6% | -9%
N=C1SCC(=O)N1/N=C/c1ccccc1 | 7% | 5% | -0.3% | 10 | 1% | -1% | -1% | 0% | ? | -3% | -6%
Cc1ccc(NC(=O)CCNC(=O)c2ccc([N+](=O)[O-])cc2)cc1S(=O)(=O)N(C)C | -12% | -82% | -0.1% | -6 | 0% | 0% | -7% | -1% | 13µM* | 3% | 4%
O=C(NNc1ncnc2c1cnn2-c1cccc(Cl)c1)c1ccco1 | ? | 1% | -0.3% | 1 | 0% | 13% | 0% | 2% | -3% | -3% | 8%
COc1cc(Cl)c(C)cc1NC(=O)COC(=O)C1=NN(c2ccccc2)C(=O)CC1 | -1% | 7% | -0.7% | -11 | 0% | -10% | -5% | 0% | 17% | . | 9%
C=C1CC[C@@]23CC[C@]4(C)[C@@](OC2=O)([C@@H]3C1)[C@H]1O[C@H]1C1[C@@]2(C)CC[C@H](O)C(C)(C)C2CC[C@]14C (stereo partly specified) | 2% | 6% | -0.2% | -3 | 0% | 10% | -3% | -1% | 1% | -5% | -8%
O=C(CCCN1C(=O)/C(=C/c2cccc(Br)c2)SC1=S)Nc1ccccn1 | ? | 5% | -0.1% | -6 | -5% | 9% | -9% | -3% | ? | 1% | 1%
O=C(Nc1c(F)c(F)c(F)c(F)c1F)C1CCCCC1 | 1% | 0% | -0.3% | 5 | 0% | -2% | -4% | 4% | 6% | -1% | -1%
Cc1ccc(C(=O)OCC(=O)Nc2ccc(N(C)C)cc2)cc1NC(=O)c1ccco1 | -9% | 2% | 0.0% | 13 | 12% | -7% | -6% | 0% | -13% | 1% | 0%
Cc1cc(=O)[nH]c(-n2[nH]c(C)cc2=O)n1 | 1% | 6% | -0.5% | 0 | 0% | -12% | -4% | -4% | 15% | -4% | 0%
Nc1ccc(C(=O)NCCCSc2ccccc2)cc1[N+](=O)[O-] | ? | 1% | -0.2% | -16 | 18% | 14% | -1% | 1% | -3% | 2% | -2%
COCCNC(=S)N(C)C1(c2ccccc2Cl)CCCCC1=O (stereo unspecified) | 5% | -1% | -0.1% | -1 | 1% | -2% | -3% | -6% | 3% | -3% | 1%
O=C(Nc1ccccc1)N(CCN1CCOCC1)Cc1cccc(Cl)c1 | -1% | -2% | -0.1% | 4 | 3% | -1% | -6% | 3% | 5% | -5% | -1%
CC(NC(=O)c1ccc(N(C)C)cc1)C1CC2CCC1C2 (stereo unspecified) | 4% | 1% | 0.3% | -5 | 6% | 6% | -2% | 4% | 12% | 2% | -5%
CC(=O)N1CCN(S(=O)(=O)c2cccc(C(=O)OCc3cccc(F)c3)c2)CC1 | -9% | -2% | 0.0% | -15 | 0% | -12% | -3% | 0% | 7% | 3% | -6%
O=C(COC(=O)c1cccnc1Cl)NCc1cccs1 | 18% | 1% | -1.1% | 26 | 1% | -3% | -1% | 0% | 19% | 7% | 3%
COC(=O)COc1ccc(S(=O)(=O)N2CCN(c3ccc(F)cc3)CC2)cc1 | 10% | -1% | 0.1% | ? | -1% | -16% | -6% | -7% | 9% | 4% | -4%
Cc1ccc(CN2CC(C(=O)Nc3cc(C)ccn3)CC2=O)cc1 (stereo unspecified) | ? | 0% | 0.3% | 14 | 1% | -5% | -3% | -10% | ? | 0% | 1%
COC(=O)C1(Cc2ccccc2)NC(c2ccc(F)cc2)C2C(=O)N(C)C(=O)C21 (stereo unspecified) | 13% | -3%[46.1 µM] | 0.1% | 7 | 2% | -6% | -4% | -5% | -2% | 6% | 4%
CN(C)/N=C/c1cc([N+](=O)[O-])ccc1O | 0% | -2% | 0.2% | 3 | 5% | -10% | 2% | -2% | 1% | 7% | -2%
COc1ccc(CCNC(=S)NC(=O)c2cccc([N+](=O)[O-])c2)cc1OC | 0% | 3% | 1.1% | -7 | 0% | -7% | 1% | 1% | -7% | -7% | 0%

Taken from above:
Result of `Cc1cc(=O)[nH]c(-n2[nH]c(C)cc2=O)n1` under USP2a block: 0%
Result of `CC(C)c1ccc(NC(=O)Cc2c(C(=O)O)n(C)c3ccccc23)cc1` under B2AR arrestin: 0.0%

High-throughput results (PubChem)
